# NPR1 activator = GC-A stimulated cGMP production enhancers – HEK293 GC-A cells, cGMP TR-FRET, EC30 ANP, primary screen | 370,000 tested, 0.14% active | 0% at EC30 ANP, 100% saturating ANP | activation, % at 10 µM | Atrial natriuretic peptide receptor 1 (Homo sapiens), P16066; in the data active = activation above about 40%
# Target sequence (P16066 whole entry, looked up): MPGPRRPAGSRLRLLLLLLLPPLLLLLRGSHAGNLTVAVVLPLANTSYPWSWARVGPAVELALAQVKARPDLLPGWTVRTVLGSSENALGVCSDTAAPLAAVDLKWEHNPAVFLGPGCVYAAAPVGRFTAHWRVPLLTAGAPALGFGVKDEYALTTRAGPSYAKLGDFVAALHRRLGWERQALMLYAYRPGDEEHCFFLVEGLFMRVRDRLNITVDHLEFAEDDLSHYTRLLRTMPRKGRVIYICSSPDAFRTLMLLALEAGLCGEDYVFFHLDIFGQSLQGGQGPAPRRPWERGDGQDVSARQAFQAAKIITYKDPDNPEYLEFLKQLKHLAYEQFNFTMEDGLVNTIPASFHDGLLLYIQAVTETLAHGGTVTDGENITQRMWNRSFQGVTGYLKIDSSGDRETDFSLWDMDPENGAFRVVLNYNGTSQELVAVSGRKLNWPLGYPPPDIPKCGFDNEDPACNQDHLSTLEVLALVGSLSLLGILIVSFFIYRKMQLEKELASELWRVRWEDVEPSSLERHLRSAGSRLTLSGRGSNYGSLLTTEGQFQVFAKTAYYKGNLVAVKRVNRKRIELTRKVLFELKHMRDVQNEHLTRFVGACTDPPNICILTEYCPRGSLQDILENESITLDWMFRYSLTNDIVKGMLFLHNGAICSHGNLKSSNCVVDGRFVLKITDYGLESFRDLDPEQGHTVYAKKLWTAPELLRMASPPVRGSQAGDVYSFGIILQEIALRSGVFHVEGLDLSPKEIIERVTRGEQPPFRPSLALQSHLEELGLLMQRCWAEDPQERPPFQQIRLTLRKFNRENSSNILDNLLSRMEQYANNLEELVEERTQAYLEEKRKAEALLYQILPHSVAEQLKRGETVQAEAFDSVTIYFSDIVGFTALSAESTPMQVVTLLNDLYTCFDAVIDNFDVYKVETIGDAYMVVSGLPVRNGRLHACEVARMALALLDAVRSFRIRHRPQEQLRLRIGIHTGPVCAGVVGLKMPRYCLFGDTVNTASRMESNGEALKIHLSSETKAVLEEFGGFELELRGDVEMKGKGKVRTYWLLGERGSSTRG
# PG9 binder = binders of HIV-1 gp120 antibody PG9, primary screen, biochemical, TR-FRET; inhibition, % at 6.7 µM; 360,000 tested, 0.43% active; AID 624416, 2012; TR-FRET gp120-PG9 antibody binding; in the data active = inhibition above about 8.5%
# DAX1 inh-1 = DAX1 (NR0B1) inhibitors, primary screen, cell-based, HEK293, Gal4-DAX1, luciferase luminescence; Nuclear receptor subfamily 0 group B member 1 (Homo sapiens), P51843; HEK293 Gal4-DAX1 luciferase reporter; inhibition, % at 6.75 µM; 340,000 tested, 0.99% active; AID 504766, 2011;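 active = inhibition above the mean over all tested compounds plus 3 SD, cut at about 4.2% in these data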;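 note: 0% = DAX1-transfected cells with DMSO and 100% = empty-vector control cells with DMSO; inhibition shows as a rise in luminescence from relieved DAX1 repression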
# SMARCA2 activ = SMARCA2 (BRM) function activators, primary screen, cell-based, luminescence, high throughput. activation, % at 9.1 µM. MG213 cells, MMTV-luciferase reporter, dexamethasone, overnight. 370,000 tested, 1% active; in the data active = activation above about 7.8%;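 note: 0% = vehicle wells and 100% = reference activator wells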
# ssDAF12 agonist = S. stercoralis DAF-12 nuclear receptor activators, primary screen, cell-based, luminescence, HEK293, GRIP1 co-expression, lit1-tk-luc; 370,000 tested, 1% active; HEK293 ssDAF-12/GRIP1 lit1-tk-luc reporter; % of 3 µM dafachronic acid response; Nuclear hormone receptor DAF-12 (Strongyloides stercoralis); activation, % at 6.8 µM;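 active = activation above the mean over all tested compounds plus 3 SD, cut at about 0.9% in these data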;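 note: 0% = DMSO-only wells and 100% = 3 µM delta7-dafachronic acid wells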
# ADAM17 inh = ADAM17 inhibitors, primary screen, biochemical, QFRET; Disintegrin and metalloproteinase domain-containing protein 17 (Homo sapiens), P78536; inhibition, % at 6.95 µM; 370,000 tested, 0.83% active; recombinant ADAM17, EDANS/DABCYL FRET peptide cleavage; AID 720648, 2013;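 active = inhibition above the mean of compounds lying between control limits plus 3 SD, set per campaign, cut at about 8.5% in these data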;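 note: 0% = DMSO-only wells as the low control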
# ADAM10 inh = human ADAM10 inhibitors, primary screen, biochemical, QFRET, HTS; Disintegrin and metalloproteinase domain-containing protein 10 (Homo sapiens), O14672; recombinant ADAM10, EDANS/DABCYL FRET peptide cleavage, 3 h; inhibition, % at 7 µM; 370,000 tested, 0.62% active; AID 720582, 2013;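 active = inhibition above a per-campaign cutoff equal to the mean of compounds falling between control-based bounds plus 3 SD, cut at about 20% in these data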;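 note: 0% = DMSO wells while the 100% control is not disclosed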
# DAX1 inh-2 = DAX1 (NR0B1) inhibitors on StAR promoter, primary screen, cell-based, luminescence, SF-1 (NR5A1), full-length DAX-1; HEK293T StAR-luciferase reporter, SF-1/DAX-1 repression relief; inhibition, % at 6.8 µM; 370,000 tested, 1.1% active; AID 652010, 2013;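 active = inhibition above the mean over all tested compounds plus 3 SD, cut at about 3.6% in these data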;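 note: 0% = DAX-1 cells with DMSO and 100% = cells lacking DAX-1 with DMSO; higher inhibition means more luminescence from relief of DAX-1 repression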
# FXN GAA850 act = FXN promoter activators, primary screen, cell-based, luciferase luminescence, HEK293 lucGAA850. activation, % at 6 µM. 360,000 tested, 0.56% active. HEK293 lucGAA850 FXN promoter luciferase reporter, 24 h; percent of 10 µM SAHA response;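 active = activation above the average of all compounds screened plus 3 SD, cutoff fixed separately per campaign, cut at about 7.5% in these data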;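 note: 0% = DMSO wells and 100% = 10 µM SAHA wells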
# hgDAF12 agonist = H. glycines DAF-12 receptor agonists, primary screen, cell-based, luminescence, HEK293, GAL4 fusion, UAS-luciferase | Nuclear hormone receptor DAF-12 (Heterodera glycines), GAL4 fusion | HEK293 GAL4-hgDAF12 UAS-luciferase reporter, agonist luminescence; normalized to butyrate control | activation, % at 6.8 µM | 370,000 tested, 1.8% active;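 active = activation above a cutoff set at the mean of all screened compounds plus 3 SD, cut at about 10% in these data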;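 note: 0% = DMSO wells and 100% = sodium butyrate wells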
# hcDAF12 agonist = H. contortus DAF-12 nuclear receptor activators, primary screen, cell-based, luminescence, HEK293, lit1-tk-luc reporter. HEK293 hcDAF-12 lit1-tk-luc reporter; 0% DMSO, 100% Δ7-dafachronic acid. activation, % at 6.8 µM. 370,000 tested, 1.4% active. AID 652067, 2013;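 active = activation above the mean of all tested compounds plus 3 SD, cut at about 5.5% in these data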;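 note: 100% = response to 3 µM Δ7-dafachronic acid high control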
# Active calls of the source: *; i = inactive; . = no result given.
SMILES,NPR1 activator,PG9 binder,DAX1 inh-1,SMARCA2 activ,ssDAF12 agonist,ADAM17 inh,ADAM10 inh,DAX1 inh-2,FXN GAA850 act,hgDAF12 agonist,hcDAF12 agonist
Cc1ccc(C)c(NC(=S)NNC(=O)c2ccco2)c1,4,-3.3,0.8,6,-0.6,1,0,0.1,2.3,1.0,-1.6
C/C(=N/NC(=O)c1ccc(Br)o1)c1cccs1,-2,0.7,1.3,2,0.4,-3,-9,3.7*,2.7,7.5,1.3
Cc1ccc(OCCNC(=O)c2ccc3ccccc3n2)cc1,2,-0.3,-0.2,-1,0.0,6,7,0.4,7.3,4.0,5.1
CC/C(=N\NC(=O)c1cc(C)oc1C)c1ccc(OC(F)F)cc1,3,-2.0,2.2,-2,-1.5,2,-23,1.8,3.1,5.4,0.8
CCC(C)NC(=O)CNc1nnnn1-c1ccccc1 (stereo not given),-4,.,.,-1,-1.9,2,1,-0.3,.,-1.8,-2.6
CCCCn1c(N)c(N(CCOC)C(=O)C2CCN(c3ncnc4sc(C)c(C)c34)CC2)c(=O)[nH]c1=O,0,-0.2,0.4,-1,-0.7,0,-11,0.8,-0.2,-0.9,-0.9
Cc1noc(C)c1C(=O)Nc1nnc(CC(C)C)s1,1,0.0,1.2,-2,-1.4,-5,-13,-0.3,1.1,-2.6,-1.1
O=C(COc1ccc(-c2ccccc2)cc1)N/N=C/c1cc(O)ccc1Br,-6,-2.4,0.3,0,-0.3,8,15,0.0,-0.2,2.4,-1.8
CCOC(=O)CCCCCC(=O)Nc1ccc2c(c1)CC(=O)N([C@H](C)CO)C[C@@H](C)[C@H](CN(C)Cc1ccc3c(c1)OCO3)O2,-2,-3.8,-0.3,3,-1.0,-2,-21,-0.5,-1.9,-1.1,0.5
COc1cccc(NC(=S)NN2C(C)CCCC2C)c1 (stereo not given),-2,-0.7,0.1,0,0.6,-1,-8,0.4,0.6,1.2,-1.5
CCOC(=O)C1=C(C)OC(N)=C(C#N)C1c1cc2cc(C)ccc2nc1N1CCCCC1 (stereo not given),-2,0.6,1.3,-4,-0.4,-68,-324,-0.2,2.2,2.3,-0.1
Cc1cccc(OCCNC(=O)c2ccc(Cl)c(S(=O)(=O)NCc3cccnc3)c2)c1,-2,-0.4,-0.9,-4,-1.1,-1,-12,-3.4,-4.4,1.5,-1.7
CCN(CC)CCNC(=O)c1ccc(NC(=O)c2ccccc2-c2ccc(C(F)(F)F)cc2)cc1,-2,-0.5,0.7,-2,-1.6,3,4,0.8,0.6,-2.2,1.9
CC(C)C[C@H]1COc2cc(Br)ccc2S(=O)(=O)N1Cc1ccc(Cl)cc1,1,-0.3,.,2,-0.8,-2,-2,-2.0,.,0.9,2.7
C/C(=N\NC(=O)c1cccnc1)c1ccc(OC2OCCOC2Oc2ccc(/C(C)=N/NC(=O)c3cccnc3)cc2)cc1 (stereo not given),-2,0.4,-0.1,2,-1.4,-4,-7,-0.2,1.2,1.9,-1.6
NC(=O)c1ncn([C@@H]2O[C@H](CNS(=O)(=O)c3cc4ccccc4s3)[C@@H](O)[C@H]2O)n1,-1,-0.3,-0.7,-7,-0.7,-5,-9,0.2,0.8,2.3,-1.3
Cc1ccc(S(=O)(=O)N2CCCCC2)cc1C(=O)N1CCN(CCO)CC1,3,0.9,-0.5,-1,-1.0,-8,-36,0.1,0.9,-0.8,-1.0
CC(C)c1ccc(NC2CCCN(C(=O)c3ccncc3)C2)cc1 (stereo not given),2,1.9,0.5,-2,-0.3,-4,-2,-2.2,3.6,0.0,-1.1
COc1cc(OCc2ccccc2)c(CC(=O)O)c([N+](=O)[O-])c1,-1,-3.2,-0.4,0,-0.6,0,6,-0.7,2.2,2.0,0.9
CC(=O)Nc1cccc(NC(=O)CSc2nnc(Cc3cccn3C)n2-c2ccc(C)cc2)c1,0,-0.1,-0.7,-1,-0.3,-2,0,-0.3,-0.7,-0.7,-1.5
CCn1cc(C(=O)NCCCOC)c(=O)c2cc(S(=O)(=O)N3CCCC3)ccc21,1,0.1,0.6,0,-1.1,-3,3,-0.8,-1.9,-1.4,1.4
CCOC(=O)c1ccc(NNC(=O)CC)c([N+](=O)[O-])c1,4,-1.2,-1.1,-6,-2.2,-3,-13,0.1,2.0,0.4,0.0
ONC(=Nc1ccccc1)C(=Nc1ccccc1)NO,2,-0.8,-0.7,1,-0.6,-2,3,0.1,-2.9,-0.9,-0.7
N#Cc1ccccc1NC(=O)c1cc(=O)c2ccccc2o1,-1,-1.1,1.3,-2,-1.6,-7,-4,1.4,0.9,11*,-0.6
O=C(OCCC1Oc2cccnc2NC1=O)c1ccc(F)cc1 (stereo not given),0,1.9,0.2,-3,-2.0,-1,-5,0.2,1.6,-0.6,-0.4
CCOC(=O)c1c(NC(=O)C(C)NCc2ccco2)sc2c1CCC(C)C2 (stereo not given),-1,4.6,-0.2,-2,-1.0,2,-5,-0.6,0.1,-3.0,-1.6
CC(C)OC(=O)CC(=O)CSc1nc2c(c(-c3cccs3)c1C#N)CCC2,4,8.1,1.1,-2,-1.1,-6,-16,-0.4,1.5,3.2,0.4
COC(=O)c1sccc1NC(=S)N1CCN(c2cccc(C)c2C)CC1,5,-1.0,-0.3,-3,-0.9,-6,-4,0.9,-1.4,-2.9,-0.7
COC(=O)[C@H](CC(C)C)NC(=O)Cn1cnc2c(OCc3ccccc3)ncnc21,7,-0.5,-2.0,-4,-0.8,-4,-9,-2.7,-0.4,-1.8,-1.0
COCCNC(=S)Nc1ccc2[nH]c(=O)[nH]c2c1,-2,-1.9,-0.6,-4,-1.4,2,5,0.1,2.6,-3.3,0.4

# Reformatted as labelled records: entries from further up.
CCC(C)NC(=O)CNc1nnnn1-c1ccccc1 (stereo not given)
  NPR1 activator: -4 | PG9 binder: . | DAX1 inh-1: . | SMARCA2 activ: -1 | ssDAF12 agonist: -1.9 | ADAM17 inh: 2 | ADAM10 inh: 1 | DAX1 inh-2: -0.3 | FXN GAA850 act: . | hgDAF12 agonist: -1.8 | hcDAF12 agonist: -2.6

CCCCn1c(N)c(N(CCOC)C(=O)C2CCN(c3ncnc4sc(C)c(C)c34)CC2)c(=O)[nH]c1=O
  NPR1 activator: 0 | PG9 binder: -0.2 | DAX1 inh-1: 0.4 | SMARCA2 activ: -1 | ssDAF12 agonist: -0.7 | ADAM17 inh: 0 | ADAM10 inh: -11 | DAX1 inh-2: 0.8 | FXN GAA850 act: -0.2 | hgDAF12 agonist: -0.9 | hcDAF12 agonist: -0.9

# Next part.
SMILES,NPR1 activator,PG9 binder,DAX1 inh-1,SMARCA2 activ,ssDAF12 agonist,ADAM17 inh,ADAM10 inh,DAX1 inh-2,FXN GAA850 act,hgDAF12 agonist,hcDAF12 agonist
CCOC(=O)C1=C(N)N(c2ccccc2)C2=C(C(=O)CCC2)C1c1cccnc1 (stereo not given),-3,1.9,0.1,-3,-0.9,-5,0,-0.2,-0.1,-3.8,-0.9
Cc1ccc(C)c(CSc2nnc(C)c(=O)n2N)c1,2,2.1,-0.7,-3,-0.8,-2,-9,0.2,-0.8,0.7,-0.2
C=CCC1(CC=C)CCCN1C(=O)CC1C(=O)NCCN1Cc1ccc(OC)c(OC)c1 (stereo not given),1,0.4,0.0,0,-1.5,-5,-4,0.0,2.3,-1.1,-1.4
COC(=O)[C@]12CCCCC=C1N(CCC1=CCCCC1)C(=O)[C@H](CC(=O)NCCCCc1ccccc1)C2,-4,0.4,.,-4,-0.8,-1,6,-0.5,.,-1.5,-2.3
O=C(c1cccc(Cl)c1)N1CCC2CC1c1cc(-c3ccccc3)ccc12 (stereo not given),0,0.6,-0.6,3,-1.4,4,8,0.3,1.4,-0.9,-2.1
COc1cc(Cn2c3ccc(NC(=O)CCc4ccccc4)cc3c(=O)n2C)ccc1F,-2,-0.9,.,0,-1.0,-294,i,-3.9,-2.5,1.6,-2.1
Cc1ccc(N2C(=O)CC(NCc3ccc4c(c3)OCO4)C2=O)cc1Cl (stereo not given),-1,1.2,2.4,4,-1.2,4,4,0.5,1.4,4.7,1.1
O=[N+]([O-])c1ccc(-c2nc(-c3cccs3)c(-c3cccs3)[nH]2)cc1,2,0.1,-2.1,-5,-1.4,15*,24*,-2.9,-2.5,-2.7,-2.2
Cc1cccc(OCC(=O)Nc2ccc(CN3CCOCC3)cc2)c1C,1,1.2,-0.3,-1,-1.0,-6,0,-0.3,1.5,-1.5,-1.2
COc1ccc([C@H]2CC(=O)C=C(c3cccc(C(F)(F)F)c3)C2)cc1,4,3.1,0.7,4,-1.3,-1,-12,0.1,1.6,-0.4,-2.0
CC(C)(C)c1ccc(SCCc2ccccn2)cc1,5,0.0,3.5,3,-0.3,-6,-4,1.0,3.4,7.2,5.0
O=c1c2ccccc2nc(SCc2nnc(-c3ccccc3)o2)n1-c1ccc(F)cc1F,5,-1.6,0.1,0,-1.5,6,10,-0.2,1.5,-2.5,-1.6
COc1ccc(N(/N=C2\Sc3ccccc3C2=O)C(C)=O)cc1,0,0.0,2.7,5,-1.0,-1,8,1.4,6.1,8.8,4.8
Cc1cc(Br)cn2c(Cc3ccccc3)c(-c3cccc(Cl)c3)nc12,-1,5.3,.,-2,0.2,-1,-25,-0.8,.,3.1,7.0*
CCOc1ccc(OCC)c(S(=O)(=O)n2cnc(C)c2)c1,0,0.5,0.6,-1,-1.2,-4,-11,-0.1,1.5,0.8,-1.4
CCCCSc1nc2c(cc1C#N)CCC2,4,1.3,-1.0,0,-1.1,-1,1,-0.4,2.2,1.4,-0.5
COc1ccccc1OCCNC(=O)c1cc(=O)[nH]c2ccccc12,2,0.5,1.0,-4,-1.4,-19,-47,-0.1,-1.3,-1.7,-1.1
Nn1c(-c2ccccn2)nnc1-c1ccccn1,2,1.3,1.8,0,-0.6,-1,-4,0.9,3.7,8.6,2.3

# Some entries already given, showing only SMARCA2 activ, NPR1 activator and ssDAF12 agonist.
canonical_smiles,SMARCA2 activ,NPR1 activator,ssDAF12 agonist
CC(C)(C)c1ccc(SCCc2ccccn2)cc1,3,5,-0.3
COC(=O)[C@]12CCCCC=C1N(CCC1=CCCCC1)C(=O)[C@H](CC(=O)NCCCCc1ccccc1)C2,-4,-4,-0.8
